# Dicer processing: blocks human Dicer maturation of pre-miR-21; cat-ELCCA pre-miR-21 Dicer processing, chemiluminescence; active compounds read high; z-score at 25 µM; 47,000 tested, 6% active; Q9UPY3; in the data active = z-score above about 3, passing the limit was not always enough;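 note: plate controls were vehicle for no effect and no enzyme for full effect; higher signal means more uncleaved substrate so more Dicer inhibition; strong numbers were not always called active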
# The depositor's hits bear a star. Some of the compounds tested; the hit share may differ from the screen's.
Structure	Dicer processing
CC(C)(C)C(=O)N1CCCN(c2ccc([N+](=O)[O-])cn2)CC1	-0.84
CC1=CC(C)(C)Nc2ccc(OC(=O)CN3C(=O)c4cccc5cccc(c45)C3=O)cc21	0.4
Cc1ccc(OCCOc2ccc(Oc3nc(N(C)C)nc(N(C)C)n3)nn2)cc1	0.41
CCOC(=O)c1c(C)oc2cc(Br)c(OCC(=O)OCc3ccccc3)cc12	-0.17
N#Cc1cc(-c2ccccc2)oc1NC(=O)c1cccs1	0.2
CCOC(=O)CCc1nc2ccccc2[nH]1	0.58
CC1(C)SC2C(NC(=O)COc3ccccc3)C(=O)N2C1C(=O)O (configuration not stated)	1.1
O=C1CSC(c2cccnc2)N1CCN1C(=O)CSC1c1cccnc1 (configuration not stated)	-0.8
COc1ccc(-c2nc(-c3ccc(C)nc3OC)no2)cc1OC	0.21
C=C1SC(=Nc2cccc(OC)c2)N(C(=O)c2ccc(Cl)cc2)C1(C)C	-3.1
Cc1cc2oc(-c3ccccc3)cc(=O)c2cc1Cl	0.2
Cc1ccc(C(=O)Nc2cnc3sc4ccccc4n3c2=O)cc1	-0.84
COC(=O)c1nnn(-c2ccc(F)c(Cl)c2)c1SCc1c(F)cccc1Cl	0.35
Cc1ccc(-c2nnc3c4cnn(-c5ccccc5)c4ncn23)cc1	0.47
O=C(c1cccs1)N1CCCN(CC(O)COc2ccc(Cl)c(Cl)c2)CC1 (configuration not stated)	-1.4
O=[N+]([O-])c1ccc(NCc2cccs2)nc1	-0.71
Nn1c(-c2ccc(Cl)cc2)n[nH]c1=S	-1.1
Cc1cc(Oc2ccc(Cl)cc2)nc(-c2ccccn2)n1	1.2
COc1ccc(N2CCN(C3CC(=O)N(c4ccccc4F)C3=O)CC2)cc1 (configuration not stated)	-1.4
Cc1nnc(SCC(=O)Nc2nsc(-c3ccccc3C)n2)s1	2.7
CC(C)CSc1nc(O)cc(=O)[nH]1	-2.9
Cc1nc2ccccn2c1-c1ccnc(SCC(=O)c2cccc(C(F)(F)F)c2)n1	-2.1
CC1=C(C(=O)OCCc2ccccc2)C(c2ccccc2)C2=C(CC(C)(C)CC2=O)N1 (configuration not stated)	0.58
CC(C)Cc1c(O)nc(SCCN2CCOCC2)[nH]c1=O	0.66

# Compounds above that have a halogen:
Structure	Dicer processing
CCOC(=O)c1c(C)oc2cc(Br)c(OCC(=O)OCc3ccccc3)cc12	-0.17
C=C1SC(=Nc2cccc(OC)c2)N(C(=O)c2ccc(Cl)cc2)C1(C)C	-3.1
Cc1cc2oc(-c3ccccc3)cc(=O)c2cc1Cl	0.2
COC(=O)c1nnn(-c2ccc(F)c(Cl)c2)c1SCc1c(F)cccc1Cl	0.35
O=C(c1cccs1)N1CCCN(CC(O)COc2ccc(Cl)c(Cl)c2)CC1 (configuration not stated)	-1.4
Nn1c(-c2ccc(Cl)cc2)n[nH]c1=S	-1.1
Cc1cc(Oc2ccc(Cl)cc2)nc(-c2ccccn2)n1	1.2
COc1ccc(N2CCN(C3CC(=O)N(c4ccccc4F)C3=O)CC2)cc1 (configuration not stated)	-1.4
Cc1nc2ccccn2c1-c1ccnc(SCC(=O)c2cccc(C(F)(F)F)c2)n1	-2.1

# More results.
Structure	Dicer processing
COc1ccc(OC(=O)Nc2ccc(Cc3ccc(NC(=O)Oc4ccc(OC)cc4)cc3)cc2)cc1	2.5
COc1cccc(-n2c(N)c(C#N)c3ccc([N+](=O)[O-])cc3c2=O)c1	-0.03
O=C(O)C1C2C=CC(O2)C1C(=O)NCc1cccc(Cl)c1 (configuration not stated)	4.4*
COc1cc(OC)c(NC(=O)CSc2nccn2C)cc1Cl	1.9
CC(C)OC(=O)Cn1cnc2ccccc2c1=O	-0.77
CC(C)c1nc2sc3c(NCCN4CCOCC4)ncnc3c2c2c1CCCC2	-0.02
Fc1c(CN2CCOCC2)cccc1CN1CCOCC1	1.6
O=C1CCCc2c1cnc1[nH]n(-c3ccccc3)c(=O)c21	1.1
NS(=O)(=O)c1ccc(-n2nc(C(F)(F)F)cc2-c2cccs2)cc1	7
Cn1cnc2cc(NCc3ccco3)ccc21	4.9*
O=C(c1ccc([N+](=O)[O-])o1)N1CCN(c2cccc(Cl)c2)CC1	0.98
O=C1C(Oc2ccccc2)C(c2ccc3c(c2)OCO3)N1C1CCCC1 (configuration not stated)	-0.03
CCC1(C)Cc2c(C#N)c(N)n(C)c(=S)c2CO1 (configuration not stated)	-0.28
Cn1c(SCc2nc(-c3ccc(Cl)cc3)no2)nnc1-c1ccco1	0.02
C/C(=N\Nc1cc(C(F)(F)F)ccn1)c1ccc(Oc2ncc([N+](=O)[O-])s2)cc1	-0.22
Cc1cc(S(=O)(=O)Nc2cccnc2)c(C)cc1Cl	-0.28
O=C(c1ccc(-c2ccccc2)cc1)c1cc2cc([N+](=O)[O-])ccc2o1	1
Cc1ccc(S(=O)(=O)CCSc2n[nH]c(=O)n2-c2ccc(OCc3ccccc3)cc2)cc1	0.2
CN(C)c1ccc(/C=C2\C(=O)Nc3ccccc32)cc1	-1.4
CCOc1ncc(S(=O)(=O)N2CCN(CC)CC2)cc1-c1nc2c(CC)n(CCOC)nc2c(=O)[nH]1	1
Cc1nnc2n1NC(c1ccc(Cl)cc1)C(C(=O)NCc1ccco1)S2 (configuration not stated)	-0.02
COc1ccc(-c2cc3ncc(C(=O)c4ccccc4O)cn3n2)cc1	-0.72
NC(=O)C1CCN(c2ncc(Cl)cc2C(F)(F)F)CC1	-1.3
COc1ccccc1C1OC(=O)C[C@H]1C(=O)NN (some centres not stated)	-2
CCOC(=O)/C(C#N)=C/c1cn(-c2ccccc2)nc1-c1ccc(Cl)cc1	0.29
CCOC(=O)C(C)Oc1ccc2oc(C)c(C(=O)OCCOC)c2c1 (configuration not stated)	2
CN(C(=O)C(Cl)Cl)C1CC2C=CC1C2 (configuration not stated)	0.77
CC(C)(C)Nc1nc(C(=O)O)nc(N2CCOCC2)n1	1.4
Cc1c(C(=O)Nc2ccccc2)cc(C(C)(C)C)n1-c1ccccc1	1.3
C/C(=N\Nc1nc(C(C)(C)C)cs1)c1ccc(Cl)c(Cl)c1	-1
O=C1/C(=C/c2ccc(Cl)cc2)N=C(c2ccccc2)N1CCc1ccc(Cl)cc1	4.2*
Cn1c(=O)c2c(-c3ccccc3)n(CCCO)cc2n(C)c1=O	5.8*

# Copied from the list:
# `O=C1/C(=C/c2ccc(Cl)cc2)N=C(c2ccccc2)N1CCc1ccc(Cl)cc1` in Dicer processing is entered as 4.2*
# `O=C(O)C1C2C=CC(O2)C1C(=O)NCc1cccc(Cl)c1` (configuration not stated) in Dicer processing is entered as 4.4*

# Next part
SMILES	Dicer processing
O=S(=O)(Nc1ccc(O)c(Cl)c1)c1cccs1	-0.89
CC1=C2CCCC2CC/C1=N\NC(N)=O (configuration not stated)	-0.44
COc1ccc(C2=Nn3c(nc4sc(-c5ccccc5)cc4c3=O)SC2)cc1	0.03
O=C(c1cnc2ccccn12)C(F)(F)Sc1ccccc1	-0.53
CC(=O)Nc1ccc(C(F)(F)F)cc1[N+](=O)[O-]	0.37
C(=N\Nc1ncnc2sc3c(c12)CCCC3)/c1ccc2c(c1)OCO2	1.4
Cn1c(=O)c2c(nc(NCc3ccc4c(c3)OCO4)n2Cc2cccc(F)c2)n(C)c1=O	1.4
O=C(c1ccccc1)c1ccc2c(c1)OCCCO2	0.39
Cc1ccc(N2CC(=O)N(/N=C/c3ccncc3)CC2=O)cc1	0.42
Cc1cccc(NC(c2ccccc2F)c2ccc3cccnc3c2O)n1 (configuration not stated)	0.26
O=C(NCc1ccccc1)c1cc2nc(C3CC3)cc(C(F)(F)F)n2n1	0.92
OCC1NCC(O)C(O)C1O (configuration not stated)	-5.8
CCCCn1c(N)nc2ccccc21	2
COC(=O)CC1Oc2ccccc2-n2cc(-c3ccc(F)cc3)nc21 (configuration not stated)	-1.1
COc1ccc(/C(O)=C2\C(=O)C(=O)N(CCCN3CCOCC3)C2c2ccc(Cl)cc2)cc1 (configuration not stated)	1.7
COc1cc(C2Nc3ccc4ncccc4c3C3=C2C(=O)CC(C)(C)C3)ccc1O (configuration not stated)	1
CNC(=O)N(C1=NCC(C)(C)S1)c1ccccc1	-1.1
CCOC(=O)Cc1csc(NS(=O)(=O)c2cc(C)c(Cl)cc2C)n1	-0.98
CCOC(=O)COc1ccc2c(C)c(Cc3c(Cl)cccc3Cl)c(=O)oc2c1	3.3*
Cc1cccc(C2N=C(N)Nc3nc4ccccc4n32)c1 (configuration not stated)	-1.6
CCc1[nH]nc2c1C(c1ccccc1)C(C#N)=C(N)O2 (configuration not stated)	-2.8
Brc1ccc(C2N(c3ccccc3)CCN2c2ccccc2)cc1	1.9
O=C(OCCS(=O)(=O)c1ccc([N+](=O)[O-])cn1)c1cccc(Cl)c1	-0.99
CN(C)/C=C/C(=O)c1ccc2c(c1)CCC(C)(C)O2	0.03
Nc1ccc2oc(-c3cccc4ccccc34)nc2c1	5.2*
CC1(C)CC(=O)c2sc(NS(=O)(=O)c3ccccc3)nc2C1	-0.14
COC(=O)C1=NOC2C(=O)N(c3ccc(OC)cc3)C(=O)C12 (configuration not stated)	1
O=C(Nc1csc(Cc2ccsc2)n1)O/N=C/c1c(Cl)cccc1Cl	-1
Oc1ccc2ncccc2c1C(Nc1ccccn1)c1ccc(F)cc1 (configuration not stated)	0.2
OC(CN1CCC(O)(c2ccc(Cl)cc2)CC1)c1ccccc1 (configuration not stated)	0.4

# Random excerpt: three records from the list, in no set order.
SMILES	Dicer processing
Oc1ccc2ncccc2c1C(Nc1ccccn1)c1ccc(F)cc1 (configuration not stated)	0.2
CCOC(=O)Cc1csc(NS(=O)(=O)c2cc(C)c(Cl)cc2C)n1	-0.98
CNC(=O)N(C1=NCC(C)(C)S1)c1ccccc1	-1.1

# Further entries:
SMILES	Dicer processing
NC1=NC(c2ccccc2)n2c(nc3ccccc32)N1 (configuration not stated)	2.2
FC(F)(F)Oc1ccc(-n2ccc(-c3ccccc3)nc2=S)cc1	0.03
O=C(C1CCCCC1)N(c1ccc2oc(=O)sc2c1)S(=O)(=O)c1cccs1	3.7*
CCCCC(=O)NC(c1ccco1)c1cc(Cl)c2cccnc2c1O (configuration not stated)	2.2
Nc1ncnc2nc(SCCC(=O)O)[nH]c12	3.8*
COc1cc(-c2ccc(/C=C/c3[nH]c(=O)[nH]c(=O)c3[N+](=O)[O-])o2)c(OC)cc1Cl	-2.3
Cc1nn(-c2ccccc2)cc1C1C=C(c2ccc(Cl)cc2)N=C2SCC(=O)N21 (configuration not stated)	-0.69
Cc1nc2ccccc2n1CCOc1ccc(F)cc1	-0.66
CCC(CCC(=O)Nc1nccs1)C(=O)O (configuration not stated)	1.3
Clc1ccccc1-c1cc2ccccc2[nH]1	4*
CC1(C)NC(=O)N(CC(O)COc2ccc(-c3ccccc3)cc2)C1=O (configuration not stated)	0.19
S=c1nc(-c2ccccc2)c(-c2ccccc2)n[nH]1	-1.3
Cc1ccc(C2OC3(C(=O)c4ccccc4C3=O)C3C(=O)N(Cc4ccc(Cl)cc4)C(=O)C23)cc1 (configuration not stated)	-0.17
Nc1nc(C(F)(F)F)c(-c2cccc(C(F)(F)F)c2)s1	0.74
COc1nc(Nc2ccccc2)nc(OC)n1	-1.6
CCOC(=O)c1nn(-c2ccc(OC)cc2)c(=O)c(C#N)c1C	-0.37
CCCn1c(=O)c(/C(N)=N/OC(=O)Nc2ccc(OC(F)(F)F)cc2)nn(-c2ccccc2)c1=O	-0.85
CC1CCc2sc3ncnc(N4CCN(CCO)CC4)c3c2C1 (configuration not stated)	8.7
Cc1cccnc1NC(=O)C1CC(=O)OC12CCCCC2 (configuration not stated)	1.4
Cn1c(=O)c2c(nc(NCc3cccnc3)n2Cc2ccc(F)cc2)n(C)c1=O	-0.81
N#C/C(=N\O)S(=O)(=O)c1ccccc1	-1.4
O=c1[nH]c2ccccc2c(=O)n1CCNc1cccc(Cl)c1	8.6
COc1ccc(Cl)cc1NS(=O)(=O)c1ccc(F)cc1	1.6
O=C1C2C3C=CC(O3)C2C(=O)N1OCc1ccc(OC(F)(F)F)cc1 (configuration not stated)	-1.2
O=C(CN1C(=O)c2cccc3cccc1c23)NCc1cccnc1	0.22
Cn1c(N2C(=O)CC(Cc3ccccc3)C2=O)nc2ccccc21 (configuration not stated)	0.68
CC1=C(C(=O)OC2CCCCC2)C(c2ccncc2)C2=C(CC(C)(C)CC2=O)N1 (configuration not stated)	-0.19
CCOC(=O)CCCN1C(=O)S/C(=C/c2ccc(OC)cc2)C1=S	-0.13
COc1ccc(S(=O)(=O)NCc2ccc3c(c2)OCO3)cc1	1.2
COc1ccc(-c2c(C(F)(F)F)nn(C)c2NC(=O)NC(C)(C)C)cc1	1.6
Cc1csc(NS(=O)(=O)c2ccccc2)n1	-0.02
CN=C(Nc1ccc(C)cc1C)SC	0.13
OC[C@H]1O[C@@H](Oc2ccc(O)cc2)[C@H](O)[C@@H](O)[C@@H]1O	0.57
CCOC(=O)c1cccc(-n2sc(=O)n(C3Cc4ccccc4C3)c2=O)c1	0.38
O=c1c2c3c(sc2ncn1-c1ccccc1)CCCC3	0.18
COc1ccc(C2CC(=O)C3=C(C2)NC(C)=C(C(=O)OC(C)C)C3c2cccc(C)c2)cc1OC (configuration not stated)	2
Cn1nc(C(F)(F)F)c(-c2ccc(Br)cc2)c1NC(=O)Nc1ccc(F)cc1F	-0.96
COCc1cc(=O)[nH]c(/N=C(\N)Nc2ccccc2SC)n1	1.8
Cc1ccc2[nH]c3c(N4CCCCC4)ncnc3c2c1	2.9
CSc1nn(-c2ccccc2)cc1-c1noc(-c2ccc(Cl)cc2)n1	-0.3
Brc1ccc2ncnc(NCCc3ccccc3)c2c1	2.7
CC1CCc2sc3ncnc(NCCCN4CCOCC4)c3c2C1 (configuration not stated)	11
COC(=O)c1ccc(S(=O)(=O)N2CCN(C(c3ccccc3)c3ccccc3)CC2)n1C	1.8
CCOC(=O)/C(N=Nc1ccccc1Cl)=C(/O)CSc1nc(C)cc(C)c1C#N	0.03
CC(C)(C)c1ccc(S(=O)(=O)Nc2ccc(O)c(Cl)c2)cc1	2.3

# Source: PubChem (Center for Chemical Genomics, University of Michigan)
